Screens from PubChem BioAssay.
hcGAS lum – inhibitors of human cGAS; 290,000 tested, 0.081% active; recombinant h-cGAS, ATP depletion, Kinase-Glo luminescence; inhibition, % at 12.5 µM; Q8N884;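 note: 0% = vehicle reaction and 100% = reaction without DNA for no activity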
Target sequence (Q8N884 whole entry, looked up): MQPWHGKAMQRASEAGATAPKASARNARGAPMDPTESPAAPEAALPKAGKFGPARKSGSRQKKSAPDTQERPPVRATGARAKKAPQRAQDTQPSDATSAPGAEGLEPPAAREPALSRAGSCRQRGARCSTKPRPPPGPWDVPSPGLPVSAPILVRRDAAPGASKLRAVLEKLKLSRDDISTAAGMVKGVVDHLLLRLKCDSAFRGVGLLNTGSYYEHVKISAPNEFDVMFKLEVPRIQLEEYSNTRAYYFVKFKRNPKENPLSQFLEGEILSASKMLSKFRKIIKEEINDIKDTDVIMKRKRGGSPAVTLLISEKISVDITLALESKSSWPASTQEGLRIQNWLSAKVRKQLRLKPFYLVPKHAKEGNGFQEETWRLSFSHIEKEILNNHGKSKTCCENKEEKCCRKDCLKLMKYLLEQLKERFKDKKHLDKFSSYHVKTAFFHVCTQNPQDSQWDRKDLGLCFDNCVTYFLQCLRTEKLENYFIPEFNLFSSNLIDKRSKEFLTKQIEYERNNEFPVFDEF
mcGAS inh – inhibitors of mouse cGAS; Q8C6L5; recombinant cGAS, Kinase-Glo ATP depletion luminescence; inhibition, % at 12.5 µM; 160,000 tested, 0.15% active;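 note: 0% = negative control wells and 100% = reference inhibitor with no enzyme activity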
NPYLR7 agonist – activates Aedes aegypti NPYLR7 receptor; activation, % at 10 µM; 270,000 tested, 0.15% active; AID 1259423; HEK293T NPYLR7/Galpha15, GCaMP6s calcium fluorescence; in the data active = activation above about 40%;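 note: 0% = vehicle and 100% = reference agonist at the receptor; some compounds past the cut are filed as inactive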
* hit, by the source's call; · = not tested or not shown; & = joins results of further samples. Cut-off read from the data, not from the text of the source, unless noted: active = inhibition above about 40%; inactive = the rest.

The first five compounds, ahead of the listing:
SMILES	hcGAS lum	mcGAS inh	NPYLR7 agonist
O=C(NCCc1ccccc1)c1cc(Br)c[nH]1	-9	·	9
Cc1ccc(C(=O)Nc2ccc(N3CCN(C(=O)c4c(C)noc4C)CC3)nc2)cc1	-8	-9	3
Cc1nc(C2CCCN(C(=O)c3ccc(S(=O)C(C)C)cc3)C2)n[nH]1 (stereo not given)	-8	·	3
Cc1csc(=Nc2cc(S(=O)(=O)N3CCOCC3)ccc2Cl)n1C1CC1	-6	·	1
CC(=O)Nc1ccc(-c2ccccc2CO)c2cccnc12	-8	·	9

Main list, from the first entry:
SMILES	hcGAS lum	mcGAS inh	NPYLR7 agonist
O=C(NCCc1ccccc1)c1cc(Br)c[nH]1	-9	·	9
Cc1ccc(C(=O)Nc2ccc(N3CCN(C(=O)c4c(C)noc4C)CC3)nc2)cc1	-8	-9	3
Cc1nc(C2CCCN(C(=O)c3ccc(S(=O)C(C)C)cc3)C2)n[nH]1 (stereo not given)	-8	·	3
Cc1csc(=Nc2cc(S(=O)(=O)N3CCOCC3)ccc2Cl)n1C1CC1	-6	·	1
CC(=O)Nc1ccc(-c2ccccc2CO)c2cccnc12	-8	·	9
c1ccc(CCCC2CN(Cc3nccs3)CCO2)cc1 (stereo not given)	-1	·	3
Cc1ccc(C(=O)N2CCN(S(=O)(=O)c3c(C)noc3C)CC2)cc1C	0	·	-8
CCOc1ccc(OCCOCCOc2ccccc2)cc1	-7	·	-7
CCC(Cn1ccnc1)NC1CCN(c2ccc3c(c2)OCO3)CC1 (stereo not given)	-6	-23	7
CCCCCCCCS(=O)(=O)N1CCN(C(=O)CN2CCc3sccc3C2c2cccc(F)c2)CC1 (stereo not given)	-5	-7	9
CCCN(CC(=O)Nc1c(-c2ccccc2)c(C)nn1-c1ccc(OC)cc1)C(=O)Nc1ccc(SC)cc1	-7	-3	-1
COc1ccc(Nc2cc(C)nc(-n3nc(C)cc3C)n2)cc1OC	-8	-9	3
CCCCc1ccc(C(=O)N(CC(=O)N(CCc2c[nH]c3ccccc23)Cc2ccc(OC)c(OC)c2)C(C)C)cc1	4	-1	-9
O=C(Cc1csc(-c2ccsc2)n1)NC1CCCCCC1	-3	·	12
COC(=O)c1cccc(C)c1NS(=O)(=O)c1ncn(C)c1Cl	-4	·	0
CCOC(=O)C1CCCN(C(=O)c2coc(CN(Cc3cccc(C(F)(F)F)c3)Cc3ccc(OC)cc3OC)n2)C1 (stereo not given)	2	-4	·
COC(=O)c1ccn(CC(=O)Nc2cc(C)nn2C2CCCCC2)n1	-4	·	1
Cc1cc(=O)n(CC(=O)Nc2ccnn2C(C)C(C)C)c2ccccc12 (stereo not given)	-3	·	-2
Cc1ccc(C(=O)Nc2ccc(N3CCN(C(=O)c4cc(C)nn4C(C)(C)C)CC3)nc2)cc1	-4	-4	2
CN1CCC(N(C)C(=O)C2CCCCC2)CC1	-5	·	-3

Among those listed so far, these have a Cl atom:
SMILES	hcGAS lum	mcGAS inh	NPYLR7 agonist
Cc1csc(=Nc2cc(S(=O)(=O)N3CCOCC3)ccc2Cl)n1C1CC1	-6	·	1
COC(=O)c1cccc(C)c1NS(=O)(=O)c1ncn(C)c1Cl	-4	·	0

Next results:
SMILES	hcGAS lum	mcGAS inh	NPYLR7 agonist
CCNC(=O)C1(C)CCCN1C(=O)c1ccccc1C(F)(F)F (stereo not given)	-13	-7	6
CCCC(C)(C)C(=O)N1CCC1(C)C(=O)NS(=O)(=O)c1ccccc1Cl (stereo not given)	-4	·	-1
O=S(=O)(c1ccc2ccccc2c1)N1CCN(Cc2ccccn2)CC1	-4	·	1
CCc1cccc2c(C(CC(=O)NCCCN3CCOCC3)c3ccc(Cl)cc3)c[nH]c12 (stereo not given)	6	0	·
CCN(C1CCS(=O)(=O)C1)S(=O)(=O)c1cc(C)ccc1C (stereo not given)	-4	·	0
N#Cc1cccc(S(=O)(=O)CCN2CCOC2=O)c1	-5	·	1
Cc1ccsc1S(=O)(=O)N1CC[C@@](C)(O)[C@@H](CC(C)C)C1	2	-10	-1
N=C(N)c1ccc(Cl)cc1	-7	·	-2
COc1ccc(-c2cc(C(=O)NC3CC4CCC3C4)n(C)n2)c(F)c1 (stereo not given)	2	0	·
CCOC(=O)Cc1c(Sc2ccccc2)c2ccccc2n1C	1	·	2
CC(=O)Nc1cc(F)c(F)cc1NC(=O)/C=C/c1ccsc1	-8	·	3
CN(C(=O)c1ccn(-c2ccccc2F)n1)c1cn[nH]c(=O)c1	-8&6	·	6&2
O=S(=O)(Nc1ccc(S(=O)(=O)C2CCCC2)cc1)c1ccccc1C(F)(F)F	-8	·	-2
COc1ccccc1/C=C/C=C1\N=C(c2ccccc2F)OC1=O	4	·	-2
CCN(C(=O)/C=C(/C)C12CC3CC(CC(C3)C1)C2)C1CCS(=O)(=O)C1 (stereo not given)	0	·	1
COc1cccc(COCC(O)CSc2nc(C)cc(C)c2C#N)c1 (stereo not given)	7	·	27
CC(O)CN(Cc1ccccc1)Cc1nc2sc(C(C)C)cc2c(=O)[nH]1 (stereo not given)	-9	-6	-3
CC1CCC(NC(=O)C2CC(=O)N(N(C)c3ccccc3)C2)CC1 (stereo not given)	-5	-4	2
COc1cccc(C(CN2CCN(C(=O)c3cc4ccccc4s3)CC2)OCc2cccc(Cl)c2)c1 (stereo not given)	-5	-6	·
CCOC(=O)CCC(=O)Nc1ccccc1C1SCC(=O)N1c1ccc(F)cc1F (stereo not given)	-9	-4	29
COc1ccc(-c2ccc(N3CCCC(C(=O)NN4CCN(C)CC4)C3)nn2)cc1 (stereo not given)	-3	-9	-5
COc1ccccc1C(=O)N(Cc1c(-c2ccc(F)cc2)noc1N1CCOCC1)C(C)C	-2	-5	12
CCOc1ccc(-c2cc(=O)n(CC(=O)c3ccccc3)cn2)cc1	-1	-7	-20
CC(=O)c1cccc(NC(=O)C2CCN(C(=O)c3cccs3)CC2)c1	-3	-1	0
Fc1ccccc1CSc1nncn2c1cc1occc12	4	·	2
Cc1ccc(-n2ncc3c(=O)n(NC(=O)c4cc(Cl)ccc4[N+](=O)[O-])cnc32)cc1C	-12	·	1
CN(CC1CCOCC1)C(=O)C1CCC(=O)N(CCc2ccccn2)C1 (stereo not given)	-2	·	13
CCOC(=O)c1cc(-c2ccc(F)cc2)n(C2CCN(S(=O)(=O)c3cccc(Cl)c3)CC2)n1	-1	-5	22
CC1CCCCN1CCCNC(=O)CN1C(=O)C2CCCCN2C(=O)c2ccccc21 (stereo not given)	-4	·	6
CCOc1cc(CNc2nnn(C)n2)cc(Br)c1OCc1ccccc1Cl	1	·	0

4 of these compounds, set out differently:
Results follow in this order: hcGAS lum, mcGAS inh, NPYLR7 agonist
Cc1ccsc1S(=O)(=O)N1CC[C@@](C)(O)[C@@H](CC(C)C)C1
    2, -10, -1
O=S(=O)(c1ccc2ccccc2c1)N1CCN(Cc2ccccn2)CC1
    -4, ·, 1
COc1ccc(-c2ccc(N3CCCC(C(=O)NN4CCN(C)CC4)C3)nn2)cc1 (stereo not given)
    -3, -9, -5
CCc1cccc2c(C(CC(=O)NCCCN3CCOCC3)c3ccc(Cl)cc3)c[nH]c12 (stereo not given)
    6, 0, ·

(listing goes on)
SMILES	hcGAS lum	mcGAS inh	NPYLR7 agonist
O=C(Nc1ccc(-n2nc(OCc3ccc(F)cc3)nc2-c2ccco2)cc1)c1ccc2c(c1)OCO2	-2	-8	·
Cc1nnc(NC(=O)c2cn(C)cc3c(=O)n(-c4ccccc4)nc2-3)s1	-6	-9	3
O=S(=O)(Nc1ccc(F)cc1F)c1cc(Cl)cc(Cl)c1	-1	·	9
CC(C(=O)NN)C1=NC(C)(C)Cc2ccccc21 (stereo not given)	-6	·	-8
CCN1C(=O)c2cc(NS(=O)(=O)Cc3ccccc3)ccc2Oc2ccccc21	-4	·	8
CN(Cc1ccc(C#CCO)s1)C1Cc2ccccc2C1	-3	·	2
CN(CCc1ccccc1)C1CCCN(C(=O)c2c[nH]c(=O)[nH]2)C1 (stereo not given)	1	·	-1
Cc1c(C)n2c3c(=O)[nH]c(=O)n(C)c3nc2n1CCCN1CCc2ccccc2C1	-2	·	1
CCCc1nnc(NC(=O)Cc2ccc(N3CCCC3=O)cc2)s1	-6	·	0
Brc1ccccc1C1N=C2c3c(sc4c3CCCC4)N=CN2N1 (stereo not given)	-7&-4	·	-2&-5
CCOC(=O)CCc1c(C)nc2ncnn2c1N1CCN(C(=O)c2ccccc2C(F)(F)F)CC1	0	-4	·
CCOc1ccccc1CN(C(=O)c1ccc(OC)o1)C1CC1	-7	-9	-5
CC(c1cncs1)N(C)C(=O)c1cc(Cn2cnc3ccccc32)[nH]n1 (stereo not given)	-9	·	0
Cc1ncc(CN(C)C(C#N)c2c(F)cccc2Cl)s1 (stereo not given)	-11	·	2
CCOC(=O)C1=CN(c2ccc(C)c(C)c2)C=C(C(=O)OCC)C1c1ccccc1F	1	·	2
COCCN(CCOC)C(=O)CN1C(=O)NC2(CCCc3sccc32)C1=O (stereo not given)	-4	·	2
CC(C(=O)N(C)Cc1ccccc1)S(=O)(=O)Cc1ccn(C)c(=O)c1 (stereo not given)	-7	·	12
CCCCCC(=O)Nc1c(-c2cccc(Cl)c2)nc2cc(C)ccn12	1	-3	-18
COC[C@H](C)NC(=O)c1ccc(-c2n[nH]c3c2CCc2cc(OC)ccc2-3)cc1	-1	-4	4
CCCC(=O)Nc1c(-c2ccc(OC)c(OC)c2)nc2ccccn12	-7	-8	-2
O=C1c2ccccc2C(=O)c2c1oc1c3c(ccc21)OCN(CC1CCCO1)C3 (stereo not given)	-21	·	5
COc1cccc(C(=O)N2CCC(C(NC(=O)C3CC3)C(=O)N3CCCC3)CC2)c1 (stereo not given)	0	-3	-5
Cc1cc(C)nc(CN2CCN(CC(C)C)C(=O)C2C)n1 (stereo not given)	-3	·	19
O=C(NCc1ccc2c(c1)OCO2)c1n[nH]nc1Nc1ccccc1	-4	-8	·
Cc1cc(C2=NNC(=NC3CCCC3)SC2)c(C)n1C1CC1	0	-3	-3
Cc1cccc(C(=O)OCC(=O)c2ccc3ccccc3c2)c1O	7	1	-9
CN(C)C1CCCN(Cc2nnc(C3CC3)o2)CC1 (stereo not given)	-6	·	5
CCOc1ccc(-c2cnc[nH]2)cc1OCC	4	·	-4
COC(=O)c1cc(-c2ccc(C=C3C(=O)NC(=O)NC3=O)o2)ccc1Cl	0	2	-7
COC1CCN(C(=O)CC2C(=O)NCCN2Cc2ccc(F)cc2Cl)CC1 (stereo not given)	-6	-8	12
CCOC(=O)c1cc(C#N)c(SCc2ccc(C(=O)N3C4CCC3CC(Oc3ccc5c(c3)OCO5)C4)cc2)nc1C (stereo not given)	-9	-4	0
O=C(c1ccc(CSc2nncs2)cc1)N1C2CCC1CC(Oc1ccc3c(c1)OCO3)C2 (stereo not given)	-13	-6	9
COc1ccc(C=C2C(=O)NC(=O)N(c3ccccc3OC)C2=O)cc1Br	-7	·	-3
CSCCNc1nc2nonc2nc1NC1CCCC1	6&-6	-9	3&-1
CCCc1cc(=O)[nH]c2nnc(SCC(=O)N3CC(C)OC(C)C3)n12 (stereo not given)	-8	-9	-4
CN(CCN1CCOCC1)c1ccc(Cl)c(C#N)n1	17	·	0
Cc1ccccc1N1CCN(C(=O)NCCC(C)C)CC1	-6&-15	·	20
CCC1CN(CCC(=O)NCCC2COc3ccccc3O2)Cc2cc(OC)ccc2O1 (stereo not given)	-7	-11	15
Cc1ccc(-n2c(SCc3ccc(C#N)cc3)nnc2-c2cccc(C)c2)cc1	-4	-4	·
O=C(CCN1C(=O)c2ccccc2C1=O)Nc1ccc(I)cc1	-8	-5	-4

2 successive compounds from above:
SMILES	hcGAS lum	mcGAS inh	NPYLR7 agonist
Cc1ccc(-n2c(SCc3ccc(C#N)cc3)nnc2-c2cccc(C)c2)cc1	-4	-4	·
O=C(CCN1C(=O)c2ccccc2C1=O)Nc1ccc(I)cc1	-8	-5	-4

New compounds follow.
SMILES	hcGAS lum	mcGAS inh	NPYLR7 agonist
CCOC(=O)CN1C(=O)CCN(C(=O)C2CC2)CC(OC)c2ccccc21 (stereo not given)	-2	-4	7
O=C(NCc1ccncc1)c1coc(CN(Cc2ccc3c(c2)OCO3)Cc2cccc(Cl)c2Cl)n1	-7	-4	·
Cc1ccc(C(=O)N2CCCC(O)(CO)C2)cc1N1CCNC1=O (stereo not given)	-5	-13	5
CCC/C=C/c1ccc(CN2CCCC2)cn1	-4	-17	5
CCC1(C(=O)NCc2ccc(-n3nc(C)cc3C)nc2)CCC1	-1	·	-23
O=C(NNc1nc2c(Cl)cccc2s1)c1cc(=O)c2ccccc2o1	0	4	3
COCc1cn(C2CCN(C(=O)C3CCCCCC3)CC2)nn1	-3	0	2
C=CCn1c(SC(CCC)C(=O)OCC)nnc1-c1ccc(OC)cc1 (stereo not given)	-7	-6	-6
COc1ccc(CCNC(=O)c2cc(-c3ccc(Cl)cc3)n(-c3ccc4c(c3)OCO4)c2C)cc1OC	3	-2	0
COc1ccc(NC2CCCN(C(=O)c3cc4ccccc4o3)C2)cc1 (stereo not given)	-6	·	17
CN(Cc1nc2ccccc2c(=O)[nH]1)C(=O)c1ccc2c(c1)OCCCO2	-22	-2	10
